HEK293 NOD2/NF-kB: NOD2 signaling inhibitors, cell-based, luminescence, uHTS, HEK293 (AID 1566). HEK293 NOD2/NF-kB luciferase reporter, luminescence; higher % means a stronger effect. actives 0.63% (n = 290,000). inhibition, % at 4 µM; hits with a dose series show EC50 in µM; further: many of its hits are not listed in these tables
AID2073: inhibitors of Mint1-CaV2.2 protein interaction, biochemical, HTRF (AID 2073); HTRF protein-protein interaction, Mint1-CaV2.2; higher % means a stronger effect; one-dose inhibition, % at 20 µM; IC50 in µM for titrated hits; actives 0.19% (n = 290,000); in the data active means inhibition mostly above about 51%, no sharp cut-off; inconclusive means no clear call, values can overlap the other calls; inactive means mostly below about 53%; further: some results filed as inactive read as strong as hits
KOR beta-arrestin-1: kappa opioid receptor blockers – cell-based, luminescence, uHTS (AID 1778) | KOR beta-arrestin recruitment, luminescence, antagonist mode; higher % means a stronger effect | inhibition, % at 10 µM, or IC50 in µM where a hit was titrated | actives 0.091% (n = 290,000); further: strong numbers were not always called active
GPR55 beta-arrestin: selective activators of receptor GPR55 – imaging, U2OS cells, beta-arrestin-GFP redistribution, primary screen (AID 1961); U2OS GPR55 beta-arrestin-GFP redistribution imaging; higher % means a stronger effect; one-dose activation, % at 10 µM; EC50 in µM for titrated hits; actives 0.048% (n = 290,000);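 active means activation above 40% with more than 50 cells counted in the well; inconclusive means wells holding fewer than 50 cells, flagged as toxic or sparse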;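 further: U2OS osteosarcoma cells stably expressing GPR55 and beta-arrestin-GFP; plate controls were DMSO negative control for no effect and LPI positive control for full effect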
M1AAP inhibition: malaria alanyl aminopeptidase activity blockers – biochemical, fluorogenic H-Leu-NHMec substrate, 1536-well (AID 1445); recombinant M1AAP, H-Leu-NHMec fluorogenic kinetic assay; higher % means a stronger effect; inhibition, % at 30 µM, or IC50 in µM where a hit was titrated; actives 0.42% (n = 220,000);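 active means primary inhibition above the hit cutoff, then over 50% inhibition at one or more dose response concentrations, cut at about 23% in these data, passing the limit was not always enough; inconclusive means conflicting primary data, or primary hits not chosen for dose response; inactive means low primary inhibition, or under 50% at every dose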;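 further: plate controls were DMSO full reaction for no effect and no enzyme background for full effect; strong numbers were not always called active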
NOD1 inhibition: inhibition of NOD1-driven NF-kB reporter – cell-based, luminescence, uHTS, primary screen (AID 1578); actives 1% (n = 290,000); NOD1-driven NF-kB luciferase reporter cells, luminescence; higher % means a stronger effect; inhibition, % at 4 µM, or EC50 in µM where a hit was titrated; in the data active means inhibition mostly above about 36%, no sharp cut-off; inactive means mostly below about 34%;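 further: HEK-293T reporter cells stimulated with the NOD1 agonist gamma-tri-DAP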
Dynein cargo inh: blocks dynein driven cargo transport along microtubules | z-score, hits read low | 3617.4 mouse cells, GR-EGFP nuclear translocation imaging; test concentration mostly 20 µM; stimulated with dexamethasone, 1 µM; stronger effect = lower value | actives 0.47% (n = 220,000) | AID 1381;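 active means plate z-score of nuclear minus cytoplasmic receptor signal below a set negative limit, without overly bright fluorescence or cell loss, cut at about -3.5 in these data, passing the limit was not always enough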;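 further: z-score of nuclear minus cytoplasmic ring GR-EGFP intensity difference per well; some compounds called inactive have numbers as strong as hits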
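Schedule: 48 h induction, then 1 h compound, then 30 min agonist, 37 °C. Buffer or medium: tetracycline-free induction medium containing charcoal-stripped FBS. Reagent: 1.0 µM final dexamethasone stimulus. Evaluation: nuclear versus cytoplasmic GR-EGFP signal, averaged per well. Signal: high-content fluorescence imaging after fixation.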
P. falciparum M17LAP: P. falciparum M17LAP inhibitors, primary screen, biochemical, fluorogenic H-Leu-NHMec substrate, 1536-well (AID 1619) | recombinant M17LAP, H-Leu-NHMec fluorogenic kinetic assay; higher % means a stronger effect | inhibition, % at 30 µM; hits with a dose series show IC50 in µM | actives 0.38% (n = 220,000);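 active means compound inhibiting the enzyme by more than half at any dose during confirmatory dose-response retesting; inconclusive means strong single-dose inhibitors picked by rank but not retested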;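 further: plate controls were full reaction with DMSO carrier for no effect and no enzyme background for full effect; strong numbers were not always called active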
KOR beta-arrestin-2: kappa opioid receptor activators – cell-based, luminescence, uHTS, primary screen (AID 1777) | actives 0.02% (n = 280,000) | KOR beta-arrestin recruitment, luminescence; higher % means a stronger effect | one-dose activation, % at 10 µM; EC50 in µM for titrated hits; in the data active means activation above about 50%, passing the limit was not always enough; further: a part of the inactive calls stands beside numbers as strong as those of hits
Dynein cargo inh cytoplasmic EGFP: further read-out of Dynein cargo inh, marked with its call; z-score; measured here: cytoplasmic GR-EGFP intensity; stronger effect = higher value
Dynein cargo inh nuclear GR-EGFP: second read-out of Dynein cargo inh, no call of its own (marks repeat the call); z-score; measured here: nuclear GR-EGFP intensity;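 lower value marks the stronger effect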
Dynein cargo inh cell count: second read-out of Dynein cargo inh, no call of its own (marks repeat the call); z-score; measured here: cell count per field
Numbers without * were called inactive; ? = inconclusive; . = no result given; [ ] = remark or other dose. Unless noted, no stated cut-off is given here; in the data, active means inhibition above about 50%; inactive means the rest. Some of the compounds tested (hit frequency here may not be typical).

SMILES	HEK293 NOD2/NF-kB	AID2073	KOR beta-arrestin-1	GPR55 beta-arrestin	M1AAP inhibition	NOD1 inhibition	Dynein cargo inh	Dynein cargo inh cytoplasmic EGFP	Dynein cargo inh nuclear GR-EGFP	Dynein cargo inh cell count	P. falciparum M17LAP	KOR beta-arrestin-2
COc1ccc(NS(=O)(=O)c2cc(NC(=O)c3cccs3)ccc2N2CCOCC2)cc1	5%	18%	-5%	-0.2%	4%	-8%	-0.51	-0.27	-0.022	0.2	-4%	-4.9%
CC1(C)Cc2c(sc3c2C(=O)N(c2ccccc2)C2=NCCCN23)CO1	2%	-3%	-3%	-0.2%	5%	-5%	-1.1	-0.31	-0.47	0.41	-4%	-5.1%
COc1cc(OC)c2c(-c3ccccc3)cc(=O)oc2c1C(CCN1CCCC(C)C1)c1ccc2c(c1)OCO2 (stereo not drawn)	10%	6%	-3%	-0.1%	4%	-9%	-1.3	-0.77	-0.54	0.52	4%	1.4%
C=CCn1c(=S)[nH]c2sc3c(c2c1=O)CCCC3	-11%	6%	-45%[20 µM]	0.2%	.	-38%	.	.	.	.	.	7.3%
Cc1c(N=C2SC(CC(=O)Nc3ccccc3)C(=O)N2CCN2CCOCC2)c(=O)n(-c2ccccc2)n1C (stereo not drawn)	-4%	20%	9%	0.2%	0%	-29%	0.13	-0.32	-0.54	0.95	1%	-1.6%
COCc1nnc(NC(=O)c2ccc(OC)cc2OC)s1	-78%	-8%	-57%[20 µM]	-0.1%	-1%	-28%	-0.44	-0.36	-0.23	1.3	-1%	-3.7%
CCCCn1nnnc1SCC(=O)N1CCOCC1	11%	9%	-26%	-0.2%	-6%	-14%	0.0078	-0.24	-0.14	1.2	10%	-0.7%
CCC(=O)N1CCc2cc(-c3csc(NC(=O)c4ccco4)n3)ccc21	-19%	14%	-60%	-0.1%	.	35%	.	.	.	.	.	2.5%
CC(=O)Nc1ccc(NC(=O)CN(c2cccc([N+](=O)[O-])c2)S(C)(=O)=O)cc1	-50%	5%	-38%[20 µM]	-0.1%	1%	-36%	-0.11	-0.19	0.23	-0.79	-7%	-5.0%
CC1CCCC(NC(=O)COC(=O)c2cc(S(=O)(=O)N3CCCCC3)ccc2N2CCOCC2)C1C (stereo not drawn)	-22%	2%	-49%	0.0%	-4%	-2%	0.82	-0.14	0.92	1.3	9%	10%
O=C(Nc1ccccc1-c1ccccc1)c1ccc(NC(=O)c2ccco2)cc1	10%	6%	-23%	0.2%	7%	-8%	-0.57	-0.14	-0.049	1.2	3%	1.1%
Cc1nc2c(C(=O)O)cnn2c(C)c1Cc1ccccc1F	-10%	4%	8%	0.3%	1%	-32%	.	.	.	.	3%	-2.3%
Nc1c(Cl)ncnc1NCc1cccnc1	12%	?	-14%	-0.1%	.	0%	.	.	.	.	.	-7.4%
O=S(=O)(NCCCc1ccccc1)c1ccc(F)c(F)c1	14%	-2%	-3%	-0.3%	.	-5%	.	.	.	.	.	-3.0%
N#Cc1ccc(OCC(O)CS(=O)(=O)c2ccc(F)cc2)cc1 (stereo not drawn)	14%	-16%	-50%[20 µM]	-0.1%	0%	30%	-0.0015	-0.2	-0.37	0.31	-2%	-0.9%
Cc1occc1C(=O)NNC(=O)Cc1ccccc1	22%	22%	-31%	0.2%	0%	14%	0.12	-0.43	0.21	0.067	17%	1.1%
COc1ccc(S(=O)(=O)NCC2CCCN(C(=O)CCC(F)(F)F)C2)cc1 (stereo not drawn)	4%	5%	-34%[20 µM]	0.9%	.	-26%	.	.	.	.	.	-0.6%
CCOC(=O)CC(=O)CSc1nc2c(sc(=S)n2-c2ccc(OCC)cc2)c(=O)[nH]1	1%	4%	17%	-0.1%	?	-24%	0.96	-0.08	1.7	-1.2	26µM*	29%
O=C(CSc1ccc(-c2nc3ccccc3[nH]2)cn1)Nc1ccc(S(=O)(=O)N2CCCC2)cc1	-40%	34%	-2%	-0.5%	-2%	-5%	-0.65	-0.29	-0.58	0.86	8%	-0.5%
CC(C)c1cccc(C(C)C)c1NC(=O)CNCc1ccccc1F	-18%	-7%	-25%	0.3%	-4%	-24%	-0.52	-0.25	-0.59	0.22	1%	1.5%
Cc1ccc(N(CC(=O)NCc2ccccc2Cl)S(=O)(=O)c2c(C)noc2C)cc1	14%	9%	-45%	0.1%	.	-8%	.	.	.	.	.	-4.4%
CCC(=O)OCCNc1cc(Sc2nc3ccccc3[nH]2)c2nonc2c1[N+](=O)[O-]	6%	-42%	2.6µM*	0.6%	14%	5%	-4.9*	1.7*	-2.3*	0.24*	1%	-6.2%
CC(C)C[C@H](N)C(=O)N1CCC(C(=O)N[C@H](C(=O)NC(C)c2ccccc2)C(C)C)CC1 (stereo partly drawn)	7%	9%	-7%[20 µM]	-0.2%	.	-29%	.	.	.	.	.	.
Cc1ccccc1C(=O)NC(=S)Nc1sc2c(c1C#N)CCCC2	4%	-23%	-24%	0.5%	13%	1%	2.6	-0.13	1	-2.3	-2%	0.0%
COc1ccccc1NC(=O)CCc1nnc2ccc(N3CCC4(CC3)OCCO4)nn12	11%	8%	-50%	0.0%	.	44%	.	.	.	.	.	9.2%

Taken from above:
Under AID2073, CC(=O)Nc1ccc(NC(=O)CN(c2cccc([N+](=O)[O-])c2)S(C)(=O)=O)cc1 has the entry 5%
Under NOD1 inhibition, COc1ccccc1NC(=O)CCc1nnc2ccc(N3CCC4(CC3)OCCO4)nn12 has the entry 44%

Remaining list, next part
SMILES	HEK293 NOD2/NF-kB	AID2073	KOR beta-arrestin-1	GPR55 beta-arrestin	M1AAP inhibition	NOD1 inhibition	Dynein cargo inh	Dynein cargo inh cytoplasmic EGFP	Dynein cargo inh nuclear GR-EGFP	Dynein cargo inh cell count	P. falciparum M17LAP	KOR beta-arrestin-2
O=C(Cn1cc(C(=O)c2ccco2)c2ccccc21)NC1CC1	4%	22%	-4%	-0.2%	0%	-24%	0.89	-0.4	-0.19	0.38	11%	-1.6%
CCOC(=O)c1nn(-c2c(C)n(C)n(-c3ccccc3)c2=O)cc1O	8%	0%	4%	-0.2%	4%	-4%	0.53	0.0072	0.5	-0.021	7%	-2.1%
O=C(NCN1CCCCC1)c1cnccn1	15%	-3%	11%	-0.2%	4%	.	0.78	-0.27	0.9	-0.0025	2%	-1.9%
COc1ccc(NC(=O)CSc2n[nH]c(N)n2)c([N+](=O)[O-])c1	-7%	6%	-5%	-0.1%	17%	-42%	1.2	-0.23	0.91	0.85	56%	2.9%
Cc1cc(C)n2nc(CCc3ccccc3)nc2n1	-8%	0%	-19%	0.2%	4%	-15%	0.28	-0.29	0.18	2	1%	-7.6%
C=C1CCC[C@]2(C)C[C@H]3OC(=O)C(CNC(C)CC)[C@H]3CC12 (stereo partly drawn)	6%	2%	24%	-0.1%	.	-16%	.	.	.	.	.	-2.2%
COc1cc(C(N)=O)cc(Cl)c1OCc1ccccc1	7%	5%	-14%	-0.3%	5%	-21%	3.2	0.9	1.5	-1.6	0%	1.8%
CC(C)COc1cccc(C(=O)NC(=S)Nc2cccc(NC(=O)c3ccccc3Cl)c2)c1	-3%	12%	18%	-0.2%	-9%	-22%	0.24	-0.33	-0.18	-0.09	-2%	-7.2%
COc1ccccc1Oc1coc2c(CN3CCN(C)CC3)c(O)ccc2c1=O	-6%	36%	0%	-0.1%	15%	.	0.36	-0.27	0.17	0.26	-8%	-3.1%
CCCNC(=O)NS(=O)(=O)c1cnccc1Sc1ccc(Cl)c(Cl)c1	10%	-16%	1%	0.3%	7%	25%	-0.62	0.056	-0.21	0.13	9%	3.0%
Cc1cc(C)cc(NS(=O)(=O)c2ccc3[nH]c(=O)[nH]c3c2)c1	3%	0%	19%	0.5%	18%	12%	-0.2	-0.25	-0.076	0.22	1%	-3.0%
Cc1nc(-c2ccccc2)sc1C1(C)CC(c2ccc(OC(F)(F)F)cc2)=NO1 (stereo not drawn)	21%	3%	3%	-0.1%	7%	3%	0.88	-0.71	0.52	-0.96	1%	-0.2%
COc1ccccc1C(=O)N/C(=C/c1ccco1)C(=O)Nc1ccc(C(=O)O)cc1	10%	5%	-14%	0.1%	.	-16%	.	.	.	.	.	-3.3%
CC(C)Nc1nc(Oc2cccc(Cl)c2Cl)cc(C(F)(F)F)n1	24%	?	12%	-0.1%	-3%	14%	1	-0.17	0.034	-0.86	3%	-2.2%
C/C(=N\Nc1ccc2nncn2n1)c1ccc(Cl)s1	-2%	0%	2%	-0.2%	6%	-5%	0.45	-0.3	0.22	0.28	-4%	.
Cc1ccc(C2CN=NC23CCc2ccccc2C3=O)cc1 (stereo not drawn)	-8%	27%	21%	0.3%	15%	14%	0.51	-0.31	0.33	0.25	10%	1.9%
CCC(C)NC(=O)Cn1cc2c(n1)CCC(C)C2 (stereo not drawn)	-12%	8%	12%	-0.2%	-5%	8%	-0.62	-0.29	-0.23	0.47	13%	0.8%
CCCn1c(=O)c(C(=O)NNC(=O)c2cccc([N+](=O)[O-])c2)c(O)c2ccccc21	-4%	7%	-2%	0.3%	.	-28%	.	.	.	.	.	-0.4%
O=C(CCl)N1CCN(CC(=O)N2CCCC2)CC1	-3%	-1%	-21%	-0.1%	.	-9%	.	.	.	.	.	2.1%
COc1cccc(C(c2c(N)[nH]c(=S)[nH]c2=O)c2c(N)[nH]c(=S)[nH]c2=O)c1	1%	-12%	-2%	0.3%	4%	-3%	-0.48	-0.24	0.16	1.4	5%	0.6%
COc1ccc(/C=C/C(=O)Oc2cccc(/C=N/NC(=O)c3cccc(F)c3)c2)cc1	-63%	5%	-12%	0.0%	-1%	-19%	0.66	-0.2	-0.43	-0.26	0%	2.6%
Nc1cc(N)nc(SCC(=O)NCc2ccco2)n1	0%	-5%	10%	-0.3%	-5%	-2%	-0.64	-0.2	-0.23	0.65	0%	-6.9%
NS(=O)(=O)c1ccc(CCNC(=O)C2Cc3ccccc3CN2C(=O)c2ccco2)cc1 (stereo not drawn)	9%	13%	2%	0.2%	1%	-17%	-0.48	-0.16	0.43	1.5	6%	-0.7%
